EP2 mod: EP2 receptor (human) modulation | EP2-expressing cells, cAMP HTRF FRET, PGE2 co-stimulation | induction, % at 25 µM | AID 940 | 260,000 tested, 0.83% active | P43116;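 active = compounds whose cAMP rise, as percent of the full-agonist control response, exceeds 60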;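 note: rat C6 glioma line stably carrying human EP2 under a CMV promoter; the protocol text gives 20 µM as final concentration; 100% = response of wells given 1 µM PGE2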
Target sequence (P43116 whole entry, looked up): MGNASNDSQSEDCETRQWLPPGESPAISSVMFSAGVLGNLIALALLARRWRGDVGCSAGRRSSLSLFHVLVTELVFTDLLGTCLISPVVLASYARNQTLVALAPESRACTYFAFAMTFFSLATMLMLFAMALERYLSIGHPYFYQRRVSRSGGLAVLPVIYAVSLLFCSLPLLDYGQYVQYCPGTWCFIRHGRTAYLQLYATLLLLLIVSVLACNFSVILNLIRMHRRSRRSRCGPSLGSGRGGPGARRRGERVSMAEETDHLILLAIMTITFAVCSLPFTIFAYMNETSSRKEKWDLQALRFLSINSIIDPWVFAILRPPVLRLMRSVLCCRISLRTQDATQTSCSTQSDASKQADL
S1P4 ag: human S1P4 receptor agonism; O95977; S1P4-expressing cell line, agonist reporter assay; activation, % at 4.98 µM; 220,000 tested, 0.35% active; AID 1509; in the data active = activation above about 11%;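 note: 0% = DMSO vehicle and 100% = reference agonist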
S1P4 antagonist: blocks the human S1P4 receptor; O95977; S1P4-expressing cells, antagonist mode, reporter read-out; inhibition, % at 4.98 µM; 220,000 tested, 0.26% active; AID 1510; in the data active = inhibition above about 29%;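 note: 0% = wells stimulated with agonist and 100% = vehicle wells without agonist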
zfTRPN1 agonist: agonists of zebrafish TRPN1 channel | HEK293 zebrafish TRPN1-YFP, Fluo-8 calcium fluorescence; 100% = response to 87 µM carbachol | activation, % at 3 µM | 220,000 tested, 0.18% active | AID 1424;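 active = activation above its plate's cutoff, the mean activation of test wells on that plate plus 3 SD, cut at about 19% in these data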;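 note: 0% = DMSO alone and 100% = 87 µM carbachol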
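Material: zebrafish TRPN1-YFP in HEK293 cells; Doses: single test compound dose, 3 µM nominal, 0.3% DMSO; Timing: dye loading 1 h at 37 °C, then 30 min room temperature; Technique: intracellular calcium fluorescence with Fluo-8; Benchmarks: high carbachol 87 µM, low DMSO alone.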
TRPML3 ag: human mucolipin-3 channel agonism; AID 1448; HEK293 TRPML3-YFP, Fluo-8 calcium fluorescence; 100% = the carbachol control signal; activation, % at 3 µM; Q8TDD5; 220,000 tested, 0.29% active;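 active = activation above its plate's cutoff, the mean activation of the plate's test wells plus 3 SD, cut at about 12% in these data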;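 note: 0% = DMSO only wells and 100% = carbachol wells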
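Material: TRPML3-YFP stable HEK293 cells | Dosing: One concentration, 3 µM nominal, 0.3% DMSO | Timing: 125 s total fluorescence read per well | Technique: Fluo-8 calcium dye fluorescence, ex 470-495, em 515-575 nm | Measure: Percent activation from peak-to-basal fluorescence ratio, scaled between DMSO and carbachol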
NPY1 pot ag: potentiates or activates human NPY-Y1 receptor; activation, % at 3.6 µM; NPY-Y1 expressing cells, potentiator/agonist activation; P25929; 220,000 tested, 0.37% active; AID 1304; in the data active = activation above about 33%, passing the limit was not always enough;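 note: cells stimulated with NPY at EC10 then isoproterenol at EC100; 0% = low agonist plus stimulus and 100% = saturating agonist plus stimulus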
Target sequence (P25929 whole entry, looked up): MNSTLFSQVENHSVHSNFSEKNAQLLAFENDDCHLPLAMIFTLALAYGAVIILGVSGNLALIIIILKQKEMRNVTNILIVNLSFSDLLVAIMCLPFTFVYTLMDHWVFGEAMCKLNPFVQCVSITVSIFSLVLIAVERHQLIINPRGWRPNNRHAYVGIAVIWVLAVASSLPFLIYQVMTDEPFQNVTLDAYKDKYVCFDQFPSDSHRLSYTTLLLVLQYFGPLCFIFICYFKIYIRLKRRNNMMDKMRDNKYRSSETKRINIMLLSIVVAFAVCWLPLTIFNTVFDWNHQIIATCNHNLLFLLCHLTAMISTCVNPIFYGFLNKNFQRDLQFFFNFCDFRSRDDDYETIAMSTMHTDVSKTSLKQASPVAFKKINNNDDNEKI
NPY2 pot ag: potentiators or agonists of human neuropeptide Y receptor Y2. P49146. cells expressing NPY-Y2, potentiator/agonist read-out. activation, % at 3.6 µM. 220,000 tested, 0.45% active; in the data active = activation above about 27%;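 note: cells stimulated with NPY near EC25 plus isoproterenol at EC100; 0% = vehicle plus submaximal agonist and 100% = vehicle plus saturating agonist; some results beyond the cut were filed as inactive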
Target sequence (P49146 whole entry, looked up): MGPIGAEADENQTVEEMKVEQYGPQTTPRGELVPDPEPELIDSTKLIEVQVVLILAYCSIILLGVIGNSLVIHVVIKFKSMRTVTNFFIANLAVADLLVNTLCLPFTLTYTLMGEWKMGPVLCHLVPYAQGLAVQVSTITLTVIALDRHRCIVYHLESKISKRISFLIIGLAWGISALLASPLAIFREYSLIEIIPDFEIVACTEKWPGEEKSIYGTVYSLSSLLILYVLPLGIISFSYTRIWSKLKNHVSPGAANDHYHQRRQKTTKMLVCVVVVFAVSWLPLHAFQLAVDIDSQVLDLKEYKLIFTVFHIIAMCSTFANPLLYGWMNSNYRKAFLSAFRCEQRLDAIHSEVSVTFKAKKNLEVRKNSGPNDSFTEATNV
NPY Y1 blocker: NPY-Y1 (human) receptor antagonism; HEK293-CNG Y1 cells, membrane potential fluorescence; NPY at EC95, then isoproterenol; 200,000 tested, 1% active; AID 1040; inhibition, % at 3.6 µM;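 active = inhibition above the campaign mean inhibition of all tested compounds plus 3 SD, cut at about 20% in these data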;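 note: 0% = DMSO wells given NPY plus isoproterenol and 100% = isoproterenol alone without NPY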
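Material: HEK293 Y1/CNG channel cell line; also added: NPY (25 nM), isoproterenol (1 µM), Ro 20-1724 (25 µM); doses: one concentration, 3.6 µM, in 0.4% DMSO; schedule: compound incubation 1 h at room temperature, readout 45 min post-stimulation; technique: membrane potential fluorescence; measure: fluorescence ratio normalized to % inhibition between controls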
CHOP inh: inhibitors of CHOP induction in ER stress response | 220,000 tested, 3.8% active | inhibition, % at 10 µM | CHO-K1 CHOP-promoter luciferase, tunicamycin-induced, 15-18 h;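 active = compounds that reduced the stress-induced luciferase reporter signal by more than about 70% of percent inhibition, limit read from the data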;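 note: 0% = tunicamycin plus vehicle and 100% = wells without tunicamycin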
Numbers without * were called inactive; / = no result given; & = joins results of further samples.

Second line of a record: EP2 mod	S1P4 ag	S1P4 antagonist	zfTRPN1 agonist	TRPML3 ag	NPY1 pot ag	NPY2 pot ag	NPY Y1 blocker	CHOP inh
[1] CCSc1nc(C2CC2)cc(-c2ccco2)c1C#N
    59	-0.3	8	-0.6	0.7	-14	-4	7	44
[2] CC(C)NC(=O)/C(C#N)=C\c1ccc(N(C)C)o1
    -13	0.7	4	4.3	2.6	6	13	-4	-12
[3] COC(=O)c1scc(C)c1NC(=O)CC1NCCNC1=O (stereo not given)
    14	0.6	5	-0.1	0.2	-9	-2	/	2
[4] CCOc1ccc(-n2nc3c(Cl)nnc(C)c3c2C)cc1
    9	0.2	7	-1.9	0.0	18	9	3	-31
[5] CC(=O)c1ccc(Oc2cc(C)nc(-n3nc(C)cc3C)n2)cc1
    -49	0.7	-19	1.4	0.8	-14	-4	13	/
[6] O=C(Nc1ccccc1)c1ccc(-c2ccc(Br)cc2)o1
    -6	-2.1	-9	-0.4	0.3	-43	-51	14	15
[7] Cc1ccc(-c2nnn(Cc3nc4ccccc4s3)n2)cc1
    -8&-74	1.1	-20	0.6	0.9	-10	-12	10	41
[8] COc1ccc(/C=C/C(=O)c2ccc(NC3=NCCCS3)cc2)cc1OC
    -71	-1.1	-17	1.2	0.9	-23	-7	0	-117
[9] CCC(=O)N1CCN(c2ccc(OC)cc2[N+](=O)[O-])CC1
    6	0.6	-10	1.7	-0.3	-2	-4	3	15
[10] CCc1cc2c(=O)n(CC(C)C)cnc2s1
    18	1.4	-18	-1.0	0.4	6	6	1	-3
[11] CCN(CC)S(=O)(=O)c1cccc(C(=O)N/N=C/c2ccc(O)c(O)c2O)c1
    -2	1.9	-2	0.0	0.8	-13	-3	-4	58
[12] COc1ccc(NC(=O)CC2C(=O)N(C)C(=S)N2CCc2ccccc2F)cc1 (stereo not given)
    -35	2.9	-2	1.6	2.2	14	22	-6	16
[13] COc1cccc(C(=O)N(Cc2cccs2)C2CCS(=O)(=O)C2)c1 (stereo not given)
    7	-0.5	-20	-1.0	0.3	21	5	/	9
[14] Cc1ccc(S(=O)(=O)/N=C2\CN(C)C(=O)N2C)cc1
    36	16*	-6	0.1	0.8	-33	-18	-6	-22
[15] CCN1CCc2nc(NC(=O)C(c3ccccc3)c3ccccc3)sc2C1
    11	1.5	-18	0.5	0.9	19	-17	1	25
[16] CCOC(=O)C1CCCN(C(=O)c2cc(S(=O)(=O)Nc3ccccc3OC)ccc2C)C1 (stereo not given)
    -9	0.9	6	0.2	0.8	-5	-11	/	-3
[17] COc1cc(C2NC(=O)NC(c3ccccc3)=C2C(C)=O)c(Cl)cc1OCC(=O)O (stereo not given)
    15&8	-0.7	-6	-0.1	0.9	-4	3	8	12
[18] CCOc1ccc(NC(=O)CCN2CCN(c3ccccc3F)CC2)cc1
    -9	-0.9	12	-0.7	0.3	-27	-8	10	10
[19] CCNC(=O)C(=O)Nc1ccc([N+](=O)[O-])cc1
    -19	0.5	-14	1.0	0.7	2	-7	-5	-2
[20] Clc1ccc(Br)cc1-c1nc(-c2cccnc2)no1
    /	-3.2	-1	0.0	-0.4	-10	6	8	/
[21] CCc1c(O)cc2n(c1=O)-c1ccc(Cl)cc1C2(C)C
    24	1.1	-12	9.6	-0.1	-35	-17	-1	16
[22] C=CCC1(C)C(=O)N(c2ccccc2)c2ccccc21 (stereo not given)
    69*	1.8	-7	-0.5	-0.7	-1	-19	3	9
[23] COc1ccc(-c2cc(=O)oc3cc(OCc4nn[nH]n4)ccc23)cc1
    8	2.3	-2	0.4	-0.3	-42	-7	11	6
[24] C=CCNc1sc(C(=O)c2ccccc2)c(N)c1C#N
    5	1.5	-7	-2.1	-1.1	11	19	-2	27
[25] Nc1ccc(-c2cc(-c3cccc(N)c3)nc(-c3ccccc3)n2)cc1
    -26	-3.2	11	0.4	0.5	54*	45*	-13	11
[26] CC(C)N1CCN(C2CSCCSC2)CC1CCO (stereo not given)
    22	0.3	1	1.6	1.2	6	1	/	-5
[27] O=C(OC1CCc2ccccc2C1=O)c1ccccc1O (stereo not given)
    12	-0.1	-11	-1.8	-1.1	-7	-11	-4	11
[28] CCCCOc1ccc(NC(=O)Cn2c(=O)ccc3c(C)cc(C)nc32)cc1
    16	-1.1	-13	-0.2	0.5	-13	1	-1	23
[29] C=CCN1C(=O)C(Cc2ccc(OC)cc2)SC1=Nc1ccc(C(=O)O)cc1 (stereo not given)
    23	-0.2	-12	-0.2	0.4	15	13	0	-2
[30] Cc1cc2cc(CNC(=O)c3ccc4c(c3)OCO4)ccc2n1C
    -21	-2.2	-3	4.0	1.2	13	15	-2	39

3 of the entries above in order of the TRPML3 ag value, lowest first.
| no. | structure | TRPML3 ag |
| --- | --- | --- |
| 24 | C=CCNc1sc(C(=O)c2ccccc2)c(N)c1C#N | -1.1 |
| 16 | CCOC(=O)C1CCCN(C(=O)c2cc(S(=O)(=O)Nc3ccccc3OC)ccc2C)C1 (stereo not given) | 0.8 |
| 30 | Cc1cc2cc(CNC(=O)c3ccc4c(c3)OCO4)ccc2n1C | 1.2 |

Going on with the list.
Second line of a record: EP2 mod	S1P4 ag	S1P4 antagonist	zfTRPN1 agonist	TRPML3 ag	NPY1 pot ag	NPY2 pot ag	NPY Y1 blocker	CHOP inh
[31] O=C(NCc1ccc(-n2cccc2)cc1)c1cccc(F)c1
    -41	-0.8	-3	0.2	-0.5	3	8	2	43
[32] CCOc1ccc(NS(=O)(=O)c2cc(C)c(C)cc2C)cc1
    -40	0.2	-7	-1.5	-2.1	11	-7	2	9
[33] O=S(=O)(NCc1ccccc1)c1cccc2cccnc12
    8	2.8	-2	-1.0	-0.1	-3	1	-1	23
[34] Cc1ccc(CCNC(=O)C2CCN(S(=O)(=O)N3CCCC3)CC2)cc1
    4	-2.2	4	-0.2	0.4	-23	104*	1	8
[35] CC(=O)Nc1coc2ccc(Br)cc12
    -30	-1.7	-2	-0.7	0.1	13	7	-5	7
[36] CSc1nnc(-c2ccccc2)c(-c2ccccc2)n1
    21	0.5	11	-4.1	-0.8	9	21	/	-16
[37] COCCNS(=O)(=O)c1ccc2c(c1)C(=O)c1cc(S(=O)(=O)NCCOC)ccc1-2
    -10	-0.6	-6	0.2	0.9	-4	-13	3	1
[38] COc1ccc(/C=N\NC(=O)c2nn(C)cc2Cl)cc1CN1CCOCC1
    -18	0.4	-18	-0.9	0.2	-4	-1	7	42
[39] COc1ccc(C2=NN3C(=O)c4c(ccc(OC)c4OC)C3C2)cc1 (stereo not given)
    -13	0.1	-10	0.2	-0.4	0	-11	1	31
[40] COc1ccc(NC(=O)c2ccc(-n3nc(C)c[n+]3[O-])cc2)cc1
    0	-1.8	-1	0.6	1.2	5	7	2	-3
[41] Cc1cccc(CN2CCN(Cc3ccc(-n4cccn4)cc3)CC2CCO)n1 (stereo not given)
    -3	1.1	1	1.6	-0.1	1	-14	-3	-7
[42] Cn1cccc1-c1nc2ccccc2n1C
    8	-2.1	-10	0.5	0.5	-3	-7	9	-3
[43] Cc1nc2ccc(NS(=O)(=O)c3ccc(F)cc3)cc2s1
    -56	0.3	9	0.5	1.9	19	-4	-1	23
[44] Cn1c(=O)c(=O)n(C)c2cc(S(=O)(=O)N3CCOCC3)ccc21
    1	1.3	-9	0.0	0.6	12	16	5	-1
[45] Cn1c(O)c(C2=c3ccccc3=NC2=O)sc1=Nc1ccc(Cl)cc1
    -2	-1.5	-1	-1.5	-0.6	-4	-13	-1	42
[46] Cc1ccc(C)c(SCC(=O)c2ccc[nH]2)c1
    -14	1.1	-12	3.7	3.8	2	7	-1	-10
[47] CC(=O)N1CSCC1C(=O)O (stereo not given)
    18	0.3	-4	0.8	1.4	-12	-20	-4	-20
[48] CCCCn1c(SCC(=O)NC2CCS(=O)(=O)C2)nc2cc(S(N)(=O)=O)ccc21 (stereo not given)
    -13	-1.8	3	0.1	0.1	5	-5	-4	-4
[49] Cc1[nH]nc2oc(=O)c(CCO)c(C)c12
    -24&-14	0.1	6	1.0	0.7	16	4	6	21
[50] O=C(Nc1ccccc1)/C(=C/c1ccccc1)NC(=O)c1ccco1
    3	0.9	-13	0.7	-1.3	-18	-4	1	11
[51] COc1ccc(S(=O)(=O)CCc2nnc(NC(C)=O)s2)cc1
    -8	1.1	-14	1.3	-0.5	-10	-5	0	5
[52] CC(C)CC(=O)NC(=S)Nc1ccccc1N1CCCC1
    -21	-0.7	0	-0.9	0.1	-1	13	/	-21
[53] Cc1cc(C)nc(Sc2c(C)n[nH]c2C)n1
    /	-2.1	2	0.9	0.4	10	6	2	/
[54] O=C(NCc1ccccc1Cl)C1CCCN(S(=O)(=O)c2cccc3nsnc23)C1 (stereo not given)
    8	-0.3	-22	-0.7	0.3	25	-11	0	5
[55] CC(c1ccco1)N(C(=O)c1ccccc1NS(=O)(=O)c1ccc(Cl)cc1)c1ccccn1 (stereo not given)
    28	0.1	-5	-0.5	0.0	-14	-6	5	14
[56] CCCCCCC1C(C#N)=C(N)OC2=C1C(=O)CCC2 (stereo not given)
    2	0.7	1	1.4	0.3	15	14	-1	51
[57] Cn1cc(C(=O)c2cccc(Cl)c2Cl)cc1C#N
    -4	0.6	8	-1.8	-0.6	-10	-3	-2	24
[58] CCCCN1CN(Cc2ccco2)CNC1=S
    10	0.5	-8	2.0	0.4	0	-3	3	2
[59] O=C(CC12CC3CC(CC(C3)C1)C2)NCc1ccco1
    -13	1.0	-13	0.6	-0.1	5	5	-1	15
[60] CCN(CC)C(=O)COc1ccc2oc(C)c(C(=O)OC)c2c1
    -7	1.2	-9	0.1	-0.2	-2	19	-1	27
[61] S=C(NCCCN1CCOCC1)NC1CC1
    27	-0.4	-10	1.5	0.9	0	7	5	9
[62] COc1cc(CN2CCC(CO)(Cc3cccc(C(F)(F)F)c3)CC2)ccc1F
    -31	-2.3	2	4.1	0.4	16	-22	/	13
[63] Cn1cc(CC(=O)NCCCN2CCOCC2)c2ccccc21
    -7	0.0	-18	0.7	-0.1	3	-14	6	23
[64] CCN1CCc2c(OCC(=O)Nc3cccc(C)c3C)cccc2C1=O
    -37	1.0	-3	1.8	-0.4	6	-4	7	-11
[65] O=C(Cn1cnc2ccccc2c1=O)NCC(=O)N1CCN(c2ccccn2)CC1
    10	2.0	-30	1.4	0.5	13	19	-7	14
[66] CCOC(=O)CSCc1cn2cc(Cl)ccc2n1
    -25	1.0	-14	0.7	0.2	-26	11	3	-16
[67] Cn1ncc(C#N)c1NC(=O)C1CC(c2c(F)cccc2Cl)=NO1 (stereo not given)
    18	-1.4	0	-0.2	0.4	8	8	2	-13
[68] CC(C)(Oc1ccc(Cl)cc1)C(=O)Nc1ccncc1
    -5	0.2	-11	3.1	1.2	20	-4	-3	40
[69] O=S(=O)(CCc1nnc(-c2ccc(Br)cc2)o1)c1ccc(Cl)cc1
    -56	-2.2	18	0.4	0.4	17	-8	4	19
[70] C#CCOc1nc(Nc2cccc([N+](=O)[O-])c2)nc(OCC#C)n1
    2	0.8	-20	-1.2	-0.5	14	9	-4	2
[71] CCOC(=O)c1ccc(NCC(O)COc2ccccc2)cc1 (stereo not given)
    -13	-0.3	-19	-0.2	0.2	-9	-2	6	56

Screens as filed in PubChem BioAssay.
